uPA surface inh: inhibitors of cell surface uPA generation | cell surface uPA generation assay, qHTS | Potency, µM (titrated, usually from 38.3 µM), inactives show top-dose activity change, negative = inhibition, most hits filed as inhibitors | actives 0.31% (n = 330,000) | AID 540303; active = well fitted inhibition curve with a large enough effect; inconclusive = small, poorly fitted or top-dose-only effect; inactive = no such curve, though single readings can be large or run the other way; tested in mouse RAW 264.7 cells; note: potency is the fitted concentration of half-maximal effect; % is set by controls: 0 for no effect and ±100 for the full control effect; nearly all actives have a fitted effect of over 55% in size
Mito fusion yeast: mitochondrial division inhibition or fusion activation; S. cerevisiae fusion-defective mutant growth rescue, CellTiterGlo 48 h; Potency, µM (titrated, usually from 46.1 µM), inactives show top-dose growth rescue (activation), hits mostly activators; actives 0.23% (n = 320,000);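 note: potency is the fitted concentration of half-maximal effect; % of control where 0% means no effect; nearly all actives have a fitted effect of over 45% in size; temperature-sensitive fusion mutants such as fzo1-1 at 37 °C on non-fermentable ethanol glycerol medium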
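Compounds are tested for their ability to restore growth of mitochondrial fusion-defective yeast strains at non-permissive 37C in YPEG medium over 48 hours. Viability is quantified by luciferase luminescence.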
Chronic BCR inh: chronic active BCR signaling inhibition. ABC-DLBCL IkBa-CBG/CBR reporter, luminescence ratio, 4 h. Potency, µM (series often up to 46.1 µM), inactives show at the highest dose ratio change, negative = lower green/red ratio, most hits filed as inhibitors. actives 0.05% (n = 340,000). AID 493014; active = well fitted inhibition curve with a large enough effect in the signal ratio, with a control signal flat, not every such curve was filed as active; inconclusive = small, poorly fitted or top-dose-only effect, or effect the other way, or a change in a side signal; the % refers to the signal ratio;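 note: potency is the fitted concentration of half-maximal effect; plate controls were basal doxycycline-induced cells for no effect and cells given 10 µM MG132 for full effect; MG132 reads +100%, hits lower the ratio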
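Concentration-response series (up to 46 uM) were applied to TMD8 dual-reporter cells for 4 h at 37C with doxycycline. Green/red ratio, after filter-overlap correction, defined %Activity; red signal alone was normalised to basal cells and zero luminescence.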
TSHR antag: antagonists of human thyroid stimulating hormone receptor. P16473. TSHR-expressing cells, TSH-stimulated cAMP HTRF, 2 h; active compounds read low. activity change, negative = inhibition, % at 11.5 µM. actives 0.2% (n = 330,000). AID 504810;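 active = activity change below a set negative limit, meaning inhibition stronger than a set level, cut at about -70% in these data; inconclusive = activity change between two set negative limits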; note: % is set by controls: 0 for no effect and ±100 for the full control effect
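Antagonism was scored as loss of TSH-driven cAMP in TSHR cells, stimulated with 4nM TSH (EC80) for 2 hours at 37 deg C and detected by homogeneous HTRF competition immunoassay.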
USP2a block: blocks human ubiquitin-specific protease USP2a; USP2 core, Ub-CHOP2 coupled fluorogenic reporter, 485/531; Potency, µM (highest dose often 38.3 µM), inactives show at the top dose activity change, negative = inhibition, actives largely listed as inhibitors; AID 463254; actives 0.01% (n = 330,000);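 note: potency is the fitted concentration of half-maximal effect; plate controls were DMSO wells for no effect and full inhibition by NEM control for full effect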
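USP2 core (10nM final) preincubated 30min RT with compound in 20mM Tris-HCl pH 8.0, 2mM CaCl2, 2mM beta-mercaptoethanol, 0.05% CHAPS; 25nM Ub-CHOP2 plus 25nM reporter substrate added, fluorescence (Ex485/Em531) read after 60min.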
ELG1 repair inh: blocks ELG1-dependent DNA repair in HEK293T cells; HEK293T ELG1-luciferase reporter, luminescence, 16 h; DNA damage induced by 5-fluorouridine; actives 2.3% (n = 330,000); Potency, µM (series often up to 46.1 µM), for the others: top-dose activity change, negative = inhibition, hits mostly inhibitors; AID 504467; note: potency is the fitted concentration of half-maximal effect; % is set by controls: 0 for no effect and ±100 for the full control effect; nearly all actives have a fitted effect of over 55% in size
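Reporter activity after DNA damage by 5-fluorouridine is monitored. Compound-treated cells incubate 16 hr at 37 °C, then ONE-Glo is added for 30 min before luminescence reading.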
PTAP TSG101 blk: blocks PTAP/TSG101 interaction to inhibit HIV-1 budding. Q99816. Fluorescence polarization, FITC-PTAP peptide / Tsg101 binding. Potency, µM (titrated, usually from 115 µM), inactives show top-dose activity change, negative = inhibition, usual class: inhibitors. 340,000 tested, under 10 active; active = well fitted inhibition curve with a large enough effect in the main read-out, with a control signal flat, not every such curve was filed as active; inconclusive = small, poorly fitted or top-dose-only effect, or effect the other way, or a change in a side signal; inactive = no such curve, though single readings can be large or run the other way; note: potency is the fitted concentration of half-maximal effect; % of control where 0% means no effect
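Fluorescence polarization binding of Tsg101 binding domain (10 uM final) to FITC-labeled PTAP peptide (50 nM final) in HEPES pH 7.5 buffer with NaCl, Tween 20, EDTA, TCEP. Compounds added before peptide; binding 20 min at RT.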
TCR activator: activators of T cell receptors. 330,000 tested, under 10 active. Potency, µM (doses to about 9.22 µM), inactives show at the top dose activation of IL-2 secretion, actives largely listed as activators. primary human leukocytes, anti-CD3, IL-2 HTRF, 48 h; note: % of control where 0% means no effect
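Primary human leukocytes incubated 48 hr with anti-CD3 beads plus compound, without co-stimulation. Secreted IL-2 measured by HTRF (europium cryptate/d2 anti-IL-2 pair, 320 nm excitation, 665 nm emission).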
B2AR arrestin: agonists driving beta-arrestin recruitment to human beta2-adrenergic receptor | Potency, µM (highest dose often 46.1 µM), inactives show top-dose activation, hits mostly activators | actives 0.02% (n = 330,000) | AID 492947 | P07550 | beta-arrestin recruitment to beta2AR, cell-based reporter;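 note: potency is the fitted concentration of half-maximal effect; 0% = DMSO controls and full agonism = EC100 isoproterenol or metaproterenol; nearly all actives have a fitted effect of over 65% in size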
Target sequence (P07550 whole entry, looked up): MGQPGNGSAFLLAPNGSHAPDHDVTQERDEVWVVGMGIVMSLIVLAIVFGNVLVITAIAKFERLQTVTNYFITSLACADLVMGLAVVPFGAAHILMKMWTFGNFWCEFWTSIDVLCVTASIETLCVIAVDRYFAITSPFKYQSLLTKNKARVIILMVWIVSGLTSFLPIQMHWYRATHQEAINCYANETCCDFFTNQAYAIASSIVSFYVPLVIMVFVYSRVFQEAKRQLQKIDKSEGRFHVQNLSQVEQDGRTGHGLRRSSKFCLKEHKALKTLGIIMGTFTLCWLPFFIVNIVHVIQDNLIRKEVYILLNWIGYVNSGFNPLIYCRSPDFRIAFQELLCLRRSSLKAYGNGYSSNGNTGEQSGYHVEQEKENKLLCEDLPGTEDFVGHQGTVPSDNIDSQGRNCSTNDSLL
Tb PFK inh: blocks T. brucei phosphofructokinase. Potency, µM (doses to about 57.5 µM), without a hit: at the highest dose activity, negative = inhibition, most hits filed as inhibitors. T. brucei PFK, ADP-Glo luminescence. actives 0.17% (n = 330,000);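 note: potency is the fitted concentration of half-maximal effect; 0% = uninhibited 1x PFK enzyme wells and -100% = no-enzyme wells; nearly all actives have a fitted effect of over 60% in size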
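1.25 nM PFK with 0.5 mM F6P and 0.1 mM ATP in 0.1 M TEA pH 8.0, 5 mM MgCl2, incubated 45 min at room temperature; ADP measured by ADP-Glo luminescence; compounds titrated up to 57 uM.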
Eya2 phos inh: inhibitors of human Eya2 phosphatase activity; O00167; recombinant Eya2, OMFP fluorescence dephosphorylation (OMFP is methylfluorescein phosphate); Potency, µM (top dose mostly 76.9 µM), inactives show top-dose activity, negative = inhibition, actives largely listed as inhibitors; actives 0.006% (n = 330,000); note: potency is the fitted concentration of half-maximal effect; % is set by controls: 0 for no effect and ±100 for the full control effect
Target sequence (O00167 whole entry, looked up): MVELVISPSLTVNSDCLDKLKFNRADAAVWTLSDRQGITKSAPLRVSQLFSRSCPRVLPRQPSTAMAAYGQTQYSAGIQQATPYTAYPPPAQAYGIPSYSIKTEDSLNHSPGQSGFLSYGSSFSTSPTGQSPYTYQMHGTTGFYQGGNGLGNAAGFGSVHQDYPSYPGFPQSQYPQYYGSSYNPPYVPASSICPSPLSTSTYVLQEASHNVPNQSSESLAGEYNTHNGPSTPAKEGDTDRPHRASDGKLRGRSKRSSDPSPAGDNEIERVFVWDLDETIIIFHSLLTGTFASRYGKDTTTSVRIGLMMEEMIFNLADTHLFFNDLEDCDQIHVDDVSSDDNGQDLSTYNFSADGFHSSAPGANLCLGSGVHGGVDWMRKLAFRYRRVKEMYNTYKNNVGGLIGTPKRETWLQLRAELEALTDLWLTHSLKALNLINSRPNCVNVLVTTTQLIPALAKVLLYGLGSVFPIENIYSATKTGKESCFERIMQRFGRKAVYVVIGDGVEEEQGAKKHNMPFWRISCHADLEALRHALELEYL
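Eya2 protein (added as 0.2 uM solution) was preincubated with compound for 10 min at ambient temperature in 50 mM HEPES pH 7.5, 50 mM NaCl, 5 uM MgCl2, 0.05% BSA, 1 mM DTT. OMFP (added at 50 uM) then reacted 10 min; fluorescence read at 485/525 nm.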
* hit, by the source's call; ? = inconclusive; · = not tested or not shown; [ ] = remark or other dose. Unless noted, calls come from the whole dose curve; as a rule, active = well fitted curve in the direction sought with a large enough effect; inconclusive = small, poorly fitted or top-dose-only effect, or another doubt; inactive = no such curve, though single readings can be large; an effect the other way counts as inactive or inconclusive. Outcome played no part in choosing rows (roughly 3% active in at least one column).

SMILES	uPA surface inh	Mito fusion yeast	Chronic BCR inh	TSHR antag	USP2a block	ELG1 repair inh	PTAP TSG101 blk	TCR activator	B2AR arrestin	Tb PFK inh	Eya2 phos inh
COc1ccc2[nH]c(C)c(CN3CCC(C)CC3)c(=O)c2c1	-1%	-3%	-9%	10	-3%	4%	-3%	0%	-0.1%	1%	0%
C=CCNc1nc2c(c(=O)[nH]c(=O)n2C)n1CCCCC	-9%	-4%	10%	14	3%	?	-8%	3%	5.2%	-2%	-2%
COc1cc(NC(=O)Nc2ccc(Cl)c(Cl)c2)c(C(=O)O)cc1OC	6%	-4%	5%	30	-10%	4%	-7%	-11%	-0.9%	-6%	12%
CCCn1c(=O)c2ccccc2n2c(SCc3cc(=O)oc4ccc5ccccc5c34)nnc12	-2%	8%	10%	-6	2%	-14%	0%	3%[46.1 µM]	-0.1%	-1%	6%
Cc1nc(SCn2nnc3ccccc3c2=O)nc(C)c1C	0%	-5%	-16%	6	0%	?	-6%	1%	0.0%	-1%	-12%
CCOc1ccc(N2CC(=O)N/C2=N\c2nc(C)cc(C)n2)cc1	1%	3%	1%	-15	-2%	-18%	-1%	-14%	0.0%	-3%	10%
Nc1n[nH]c(CO)n1	-7%	-8%	5%	-4	2%	-1%	-2%	-12%	0.1%	1%	22%
O=C(NNS(=O)(=O)c1cc(Cl)c(Cl)cc1Cl)c1cccnc1	-9%	-1%	-3%	26	-6%	4%	0%	-1%	0.4%	0%	9%
COc1ccc(S(=O)(=O)N2CCN(C(=O)[C@@H]3CCC(=O)N3C3OC(=O)c4ccccc43)CC2)cc1 (some centres not stated)	4%	5%	0%	2	-2%	-2%	1%	3%	0.1%	4%	3%
CN(C)c1nc(OCCOC(=O)Nc2ccc(Cl)cc2Cl)nc(N(C)C)n1	·	11%	?	-9	-1%	-18%	-3%	9%	-0.2%	-8%	2%
CCc1nnc(N2CCN(c3ncnc4c3oc3ccccc34)CC2)s1	0%	6%	3%	-9	4%	?	-5%	-8%	-0.3%	-5%	-5%
O=C(NCCc1c[nH]c2ccccc12)c1ccc(-n2cnnn2)cc1	-2%	1%	1%	12	-8%	4%	-2%	3%	-0.2%	0%	-5%
CCOc1ccccc1NC(=O)CN(c1nccs1)S(=O)(=O)c1ccc(N)cc1	-2%	-1%	-4%	11	-3%	?	-2%	-3%	-1.1%	2%	-1%
O=C(COc1cccc(C(F)(F)F)c1)N1CCN(c2ccccc2O)CC1	1%	-21%	4%	0	3%	-4%	-1%	1%	-0.2%	0%	-1%
Cn1cc(Br)c(C(=O)Nc2sc3c(c2C(N)=O)CCCC3)n1	5%	28%	-10%	11	-1%	?	0%	3%	0.1%	0%	-11%
O=C(CN1C(=O)NC2(CCOc3ccccc32)C1=O)Nc1cccc(Cl)c1 (configuration not stated)	0%	0%	?	-2	-4%	5%	0%	-1%	-0.2%	-4%	-22%
COC(=O)C1=C(N)Oc2cc(C)n(CCN3CCOCC3)c(=O)c2C1c1cccnc1 (configuration not stated)	0%	-2%	?	0	0%	18%	-5%	3%	0.2%	-6%	11%
O=S(=O)(NCc1cc(-c2ccccc2)no1)c1ccccc1	0%	2%	-8%	4	3%	-9%	5%	·	-0.1%	6%	-20%
Cc1ccnc(NC(=O)c2ccc(NC(=O)c3ccco3)cc2)c1	7%	19%	2%	-11	0%	?	0%	-6%	0.1%	4%	19%
COc1ccc(-c2cc(C(F)(F)F)n3nc(C(=O)O)nc3n2)cc1	·	-2%	2%	6	0%	6%	-2%	2%	-0.3%	15%	1%
COc1ccc(C)cc1NC(=O)CNC(=O)Cn1ccc2ccccc2c1=O	2%	-4%	9%	50	-3%	?	-2%	-3%[46.1 µM]	-1.3%	0%	-14%
CCCn1c(=O)c(C(=O)NNC(=O)c2ccccc2[N+](=O)[O-])c(O)c2ccccc21	·	-2%	?	-17	1%	-1%	·	·	0.0%	-11%	0%
CC(C)(C)n1nc2c(c1NC(=O)C1CC(=O)N(c3ccc(Cl)cc3)C1)CS(=O)(=O)C2 (configuration not stated)	-3%	-1%	0%	-9	5%	-4%	-2%	-14%	-0.7%	1%	1%
Cc1ccc(C(=O)c2oc3ccccc3c2NC(=O)c2cc(-c3cc(C)ccc3O)n[nH]2)cc1	10%	11%	?	7	5%	?	-2%	0%	-0.8%	0%	-3%
CNC(=O)COc1ncnc2scc(-c3ccc(F)cc3)c12	-1%	-3%	-14%	-1	1%	6%	0%	5%	0.1%	0%	5%
CCC1SC(=NC(=O)c2ccc(Cl)c(Cl)c2)NC1=O (configuration not stated)	-9%	3%	?	-4	3%	?	-10%	-1%	-0.1%	-6%	3%
CN(C)c1ccc(/C=N/NC(=O)C(=O)/C=C2\NC3(CCCC3)Cc3ccccc32)cc1	?	20%	0%	17	-6%	12µM*	8%	-7%[46.1 µM]	-1.1%	1%	-9%
COc1ccc(NC(=S)N2CCCN(Cc3cc(C)ccc3C)C2)cc1	4%	-8%	-3%	9	-4%	-8%	-5%	4%	-0.2%	-5%	-4%
C=CCC(=O)OCC(=O)Nc1ccc(Oc2ccccc2)cc1	·	4%	?	0	3%	14%	·	·	-0.8%	0%	-5%
CCCSc1nc(NCc2ccco2)c2c3c(sc2n1)COC(C)(C)C3	-5%	4%	19%	-11	-8%	-19%	-2%	9%	-0.3%	-27%	14%
COc1cccc(C(=O)Nc2cc3c(cc2C(C)=O)OCCO3)c1	0%	5%	0%	-3	1%	?	0%	1%[46.1 µM]	-2.4%	-10%	-7%
COc1ccc(Cc2nnc(N=Nc3c(O)[nH]c4ccc(Br)cc34)[nH]c2=O)cc1	-9%	3%	5%	-13	4%	1%	-5%	16%	0.1%	-4%	-4%
COCCCNC(=S)N1CCCN(c2nc3cc(C)ccc3cc2C#N)CC1	-22%	11%	-1%	-18	-8%	21µM*	-13%	-5%	0.3%	-2%	-9%
CCOc1ccccc1NC(=O)CCNS(=O)(=O)c1ccc2[nH]c(=O)oc2c1	7%	0%	0%	-1	2%	21%	2%	6%	0.1%	-6%	0%
CC(C)C(=O)Nc1cc(C(F)(F)F)ccc1-n1ccnc1	-34%	13%	0%	5	0%	-6%	-3%	-7%	-0.1%	2%	6%
Clc1ccc(SCc2cc(N3CCOCC3)nc(-c3ccccn3)n2)cc1	-6%	7%	-16%	-4	6%	?	-5%	1%	0.5%	5%	-2%
CCN1C(=O)CSC1=Nc1cccc(C(=O)O)c1	2%	3%	5%	-9	-2%	-14%	1%	·	-1.1%	-1%	-12%
COc1ccc(/C=N/N2CCN(c3ccc(Cl)cc3)CC2)cc1O	-3%	1%	?	-2	-2%	-11%	-5%	·	5.1%	-3%	3%
COc1ccc(CCNC(=O)c2coc3ccccc3c2=O)cc1	2%	24%	-1%	-16	1%	?	0%	-11%	-0.6%	-4%	-4%
CC(NC(=O)c1ccco1)C(=O)N1CCc2ccccc2C1 (configuration not stated)	2%	-4%	?	-3	4%	?	-4%	-1%	0.2%	-3%	0%
CCOC(=O)c1ccc(NC(=O)c2sc3nc4n(c(=O)c3c2C)CCC4)cc1	3%	25%	-11%	-2	2%	23µM*	-6%	-3%	0.4%	9%	-7%
COc1ccc(N2C3=C(C(=O)CC(C)(C)C3)C(c3ccccc3OC)C3=C2CC(C)(C)CC3=O)cc1	-4%	1%	1%	-7	3%	?	-2%	8%	-0.2%	-5%	-27%
O=C(Cn1nnc(-c2ccccc2NC(=O)c2cccs2)n1)Nc1ccccc1	5%	1%	-1%	-10	1%	?	-7%	2%	0.0%	3%	3%
COc1cccc(CNC(=O)CCc2nnc(C3CCCCC3)o2)c1	2%	1%	-8%	-10	4%	7%	-1%	2%	3.8%	4%	6%
NC(=O)C1CCN(c2ccnc3cc(Cl)ccc23)CC1	11%	-14%	0%	-1	1%	-16%	0%	1%	-0.2%	-3%	0%
COc1ccc2[nH]c(=S)cc(C)c2c1	8%	3%	-14%	5	-2%	?	0%	7%	0.1%	0%	11%
CCOC(=O)C1=C(C)N(C)C(C)=C(C(=O)OCC)C1c1ccccn1	-2%	-3%	?	1	0%	-8%	-6%	-4%	0.4%	2%	-4%
